D2 agonist – activates the human D2 dopamine receptor; HEK293 T-REx D2 cells, calcium flux agonist mode; activation, % at 2 µM; 340,000 compounds, 0.53% hits; AID 485358;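 active = activation over 3 SD above normal in the single-dose calcium agonist read, cut at about 30% in these data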; also: 0% is about no effect
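Tetracycline-induced HEK293 Trex cells with D2 receptor force-coupled to calcium signaling, plated overnight at 30 C and loaded with no-wash calcium dye. Calcium flux read kinetically for 180 s after compound addition; responses flag agonists.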
D1 antag – antagonists of human D1 dopamine receptor; HEK293 TREx D1 cells, calcium flux, dopamine EC80; active compounds read low; activity change, negative = inhibition, % at 10 µM; 360,000 compounds, 3.2% hits; in the data active = activity change below about -30%; also: % is scaled to controls: 0 for no effect and ±100 for the full control effect
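Kinetic fluorescence of a calcium dye serves as the read-out. D1-expressing Hek293 Trex cells, induced overnight at 30 C, are exposed to compound for 180 s before an EC80 dopamine addition, then read 180 s further.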
D1 potentiator – enhances dopamine response at the human D1 receptor | P21728 | HEK293 TREx D1 cells, calcium flux, dopamine EC20 potentiation | potentiation, % at 10 µM | 360,000 compounds, 0.036% hits | AID 504651; in the data active = potentiation above about 30%; also: 0% is about no effect
D2 potentiator – D2 dopamine receptor (human) potentiation; P14416; HEK293 T-REx D2, calcium flux, EC20 dopamine potentiation; potentiation, % at 10 µM; 340,000 compounds, 0.34% hits; AID 485347;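 active = potentiation over 3 SD above the plate norm, cut at about 30% in these data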; also: 0% is about no effect
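Potentiation of an EC20 dopamine calcium response measured kinetically over 180 s, after a preceding 180 s compound-only read flagging agonists. Cells: inducible Hek293 Trex D2 line, 4000/well, cultured overnight at 30 C before dye loading.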
D2 antagonist – antagonists of human D2 dopamine receptor. P14416. inhibition, % at 10 µM. 340,000 compounds, 2% hits. HEK293 TREx D2 cells, calcium flux, dopamine EC80; in the data active = inhibition above about 30%; also: 0% is about no effect
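In this primary screen, negative modulation is detected by tracking calcium flux after an EC80 dopamine challenge in inducible HEK293 T-REx D2 cells preexposed to test compound for 180 s.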
RXFP1 ag – RXFP1 (human) receptor agonism; HEK293T-RXFP1 cAMP TR-FRET, 30 min; response scale: percent of porcine relaxin response, buffer zero; Potency, µM (top dose mostly 57.5 µM), without a hit: at the top dose activation, hits mostly activators; 370,000 compounds, 0.3% hits; AID 2676; active = well fitted activation curve with a large enough effect; also: potency is read from the fitted curve at half-maximal effect; % is scaled to controls: 0 for no effect and ±100 for the full control effect; nearly all actives have a fitted effect of over 60% in size; many of its hits are not listed in these tables
Target sequence (Q9HBX9 whole entry, looked up): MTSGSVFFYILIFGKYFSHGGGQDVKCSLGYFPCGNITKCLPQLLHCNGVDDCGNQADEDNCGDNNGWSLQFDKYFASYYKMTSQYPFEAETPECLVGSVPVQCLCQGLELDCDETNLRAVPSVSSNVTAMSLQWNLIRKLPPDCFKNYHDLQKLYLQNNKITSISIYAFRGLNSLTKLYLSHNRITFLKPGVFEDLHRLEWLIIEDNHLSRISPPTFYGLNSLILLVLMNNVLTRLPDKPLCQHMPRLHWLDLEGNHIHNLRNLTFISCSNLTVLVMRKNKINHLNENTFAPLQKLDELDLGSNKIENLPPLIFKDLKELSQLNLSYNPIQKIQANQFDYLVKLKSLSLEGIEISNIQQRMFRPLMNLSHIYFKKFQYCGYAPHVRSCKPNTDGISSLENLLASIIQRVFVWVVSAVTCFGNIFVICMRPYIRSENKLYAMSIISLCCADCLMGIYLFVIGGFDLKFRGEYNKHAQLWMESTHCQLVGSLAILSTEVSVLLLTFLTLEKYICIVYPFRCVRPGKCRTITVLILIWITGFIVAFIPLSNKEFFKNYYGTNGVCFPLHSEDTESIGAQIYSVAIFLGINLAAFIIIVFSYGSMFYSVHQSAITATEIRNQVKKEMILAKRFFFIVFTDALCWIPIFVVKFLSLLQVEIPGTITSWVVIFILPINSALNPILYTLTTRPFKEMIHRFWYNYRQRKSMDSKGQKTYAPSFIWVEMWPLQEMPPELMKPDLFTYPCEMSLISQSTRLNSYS
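Agonist response is measured as cAMP accumulation in an RXFP1-transfected HEK293T line under PDE4 inhibition. Values are scaled between buffer-only and 29 nM porcine relaxin, and EC50s come from standard Hill equation fits.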
D1 ag – activates the human D1 dopamine receptor | P21728 | HEK293 T-REx D1 cells, calcium flux, agonist mode | activation, % at 2 µM | 360,000 compounds, 1% hits | AID 504660; in the data active = activation above about 30%; also: 0% is about no effect
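Tetracycline-induced HEK293 TREx D1 cells, force-coupled to calcium signalling, were dye-loaded with a no-wash calcium kit. Compound was pin-added after a 10 s baseline. Fluorescence was read kinetically at 1 cycle/s for 180 s, with calcium rises flagged as agonism.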
TRHR enhancer – TRH receptor (human) allosteric enhancement | enhancement, % at 2 µM | TRHR cells, fluo-8 calcium fluorescence, EC20 TRH enhancement | 360,000 compounds, 0.66% hits | AID 493056 | P34981; in the data active = enhancement above about 30%; also: 0% is about no effect
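Enhancer read-out: after compound pinning and an initial kinetic agonist-mode read, an EC20 of TRH (10 nM final) was injected and fluo-8 calcium signal (Ex 480/Em 530) followed at 1 s/cycle for 100 cycles in TRHR-expressing cells.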
RXFP1 antag – RXFP1 (human) relaxin receptor antagonism | Q9HBX9 | HEK293-RXFP1, relaxin-stimulated cAMP HTRF, 30 min; active compounds read low | activity change, negative = inhibition, % at 57.5 µM | 350,000 compounds, 0.59% hits;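 active = activity change of -60% or lower, but not beyond a set lower limit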; also: % is scaled to controls: 0 for no effect and ±100 for the full control effect
* = called active by the depositor; · = no result given; & = joins results of further samples; [ ] = dose if it differs, or a comment.

Sequence of screens – TRHR enhancer	RXFP1 antag	D1 ag	D1 potentiator	D2 antagonist	D2 agonist	RXFP1 ag	D2 potentiator	D1 antag
[1] O=C(Nc1nc(-c2ccc(F)cc2)cs1)c1ccc(N2C(=O)CCC2=O)cc1
 : -10	·	2	1	4	1.0	12%	-4	-15
[2] COc1cc2ncnc(NCc3ccccc3F)c2cc1OC
 : -2	-5	2	3	-7	-0.1	-2.7%	8	7
[3] Cc1cc(Cl)c(S(=O)(=O)N2CCN(c3ccccn3)CC2)cc1OCC(N)=O
 : -5	8	4	-2	-7	-0.1	-3.3%	2	8
[4] Cc1c(Br)cc(-c2nnco2)cc1Br
 : -2	-3	2	1	-3	-2.2	4.9%	11	-9
[5] O=S(=O)(CCSc1ccc(C(F)(F)F)cn1)c1ccccc1
 : 5	4	4	-7	·	·	3.9%	-2	-14
[6] CCCCCOc1ccc(C(=O)OCC(=O)Nc2cc(C)c(C)cc2[N+](=O)[O-])cc1
 : 2	4	4	-5	-7	-2.6	-0.3%	6	-6
[7] O=C(CSc1nnc(-c2cccs2)o1)Oc1ccc(Cl)cc1
 : 2	3	2	-3	·	0.0	-1.9%	·	-13
[8] O=C(NC(O)C(=O)c1ccccc1)c1ccc(F)cc1 (stereo not drawn)
 : -1	12	2	-6	-12	4.2	3.7%	·	-14
[9] COc1ccccc1Cc1nc2ccccc2nc1SCC(=O)Nc1ccc2c(c1)OCO2
 : -10	-8	2	-2	·	0.5	3.2%	-13	4
[10] CCOC(=O)c1cn2nc(Oc3ccc(C(=O)OC)cc3)ccc2n1
 : 10	10	5	-3	10	-2.2	-1.0%	6	31
[11] COc1ccc(OC)c(CCNC(=O)C(C)n2c(C)c3cnn(-c4ccccc4)c(=O)c3c2C)c1 (stereo not drawn)
 : 0	·	-3	-1	·	-0.2	0.0%	-3	-8
[12] CCC(C)NC(=O)NC(=O)N(C1CCCCC1)S(C)(=O)=O (stereo not drawn)
 : -1	3	4	3	-1	0.1	-0.2%	7	8
[13] CCOc1ccc(-c2cn3c(n2)sc2cc(C(=O)NCCC4=CCCCC4)ccc23)cc1
 : -7	2	2	-3	·	0.0	0.7%	4	0
[14] CN(Cc1c(C(=O)N2CCCCCCC2)nc2ccc(Cl)cn12)C1CCOC1 (stereo not drawn)
 : 3	-4	2	7	·	·	1.9%	·	1
[15] CN(c1ccccc1)S(=O)(=O)c1cc(C(=O)NCCCn2ccnc2)ccc1Cl
 : -1	14	2	-3	-13	1.4	0.0%	7	-6
[16] COc1ccc(-c2c(C)nn3c(N4CCN(c5ccccc5)CC4)cc(C)nc23)cc1OC
 : 6	·	0	2	·	0.9	0.8%	0	0
[17] Cc1ccc(NC(=O)CSc2nnc(C)c(=O)n2N)cc1Cl
 : 9	16	4	-4	0	-0.3	1.0%	-3	2
[18] COc1ccc(OC)c(CN2CCC(C(=O)N3CCN(c4ccccc4F)CC3)CC2)c1
 : -7	4	3	-2	-8	-0.9	3.4%	-3	-11
[19] CCCCOC(=O)CN1C(=O)c2ccc(C(=O)OCCCC)cc2C1=O
 : 7	-30	0	-3	-1	0.4	-1.4%	6	9
[20] COc1ccc(C2C(=O)c3ccccc3C2=O)cc1OC
 : -2	3	-2	-3	10	0.7	-1.8%	-2	7
[21] CC(Oc1ccccc1)C(=O)Nc1c2c(nn1-c1ccccc1)CS(=O)C2 (stereo not drawn)
 : 5	-3	2	19	30*	0.3	-0.2%	7	-4
[22] O=C(NCc1ccco1)c1scc2c1OCCO2
 : -1	7	3	-6	-3	-1.3	-0.8%	1	-5
[23] COC1CCN(C(=O)CC2C(=O)NCCN2CC(C)(C)C)CC1 (stereo not drawn)
 : 4	-7	2	-7	-1	0.3	1.7%	-27	0
[24] CCOc1ccc(C(=O)Nc2ccc3oc(-c4ccc5ccccc5c4)nc3c2)cc1
 : 9	-6	1	0	·	0.3	-36%[inhibitor]	1	-8
[25] NC(=O)/C=C\C(=O)Nc1cccc(C(F)(F)F)c1
 : -3	4	3	5	-6	-0.2	0.8%	-11	-4
[26] O=C(NCc1nc2ccccc2[nH]1)c1ccc(S(=O)(=O)N2CCCC2)cc1
 : -4	-7	2	-1	-6	-3.3	-1.4%	-2	21
[27] COc1ccc(C2C(C(C)=O)=C(C)N=c3s/c(=C\c4ccco4)c(=O)n32)c(OC)c1 (stereo not drawn)
 : 4	-20	3	-4	2	-0.4	0.8%	-5	-16
[28] Cc1cccc(NC(=O)C2C3CCC4C(CCC32)C4(Cl)Cl)c1 (stereo not drawn)
 : 5	-12	4	1	2	0.4	1.4%	8	-14
[29] CCOC(=O)N1CCC(n2c(=S)[nH]c3cc(OCC)c(OCC)cc3c2=O)CC1
 : 3	-3	2	-4	-3	-0.1	3.1%	5	8
[30] Cc1ccc(-c2noc(C3CCN(S(=O)(=O)c4ccc5c(c4)OCCO5)CC3)n2)o1
 : 15	-7	6	-1	-10	0.0	0.1%	8	-14
[31] CCc1cccc(OCCOCCN2CCCC2)c1
 : 0	-1	1	-5	-5	0.2	0.7%	-12	9
[32] O=C(NCCO)c1cccc2c1-c1ccccc1C2=O
 : -1	5	2	-1	16	-5.7	1.4%	-2	-4
[33] CCCN(CCC)Cc1c(C(=O)N/N=C/c2ccc(C)o2)nnn1-c1nonc1N
 : 4	3	-4	1	-10	-1.4	9.9%	0	3
[34] CCNC(=O)C(=O)NCc1ccncc1
 : 1	-9	2	5	18	1.4	-2.4%	0	-6
[35] COc1ccc(CC(=O)OC(C)C(=O)Nc2ccc(S(N)(=O)=O)cc2)cc1 (stereo not drawn)
 : -3	-9	2	-11	-2	0.4	0.1%	-2	4
[36] COc1ccc2cc(CN(CCO)C(=O)c3ccc(Br)cc3)c(=O)[nH]c2c1
 : 6	·	1	5	-1	0.2	0.9%	11	11
[37] CCOC(=O)C1CCCN(C(=O)CN2C(=O)NC(C)(c3ccc4ccccc4c3)C2=O)C1 (stereo not drawn)
 : 9	-12	5	6	-6	2.4	0.9%	8	1
[38] O=C(N1CCCCC1)N1CCN(C(=O)N(c2ccccc2)c2ccccc2)CC1
 : -12	13	1	-4	10	0.1	0.9%	10	-21
[39] CCN(CC)c1ccc(NC(=O)CN2CCN(CC(=O)Nc3ccc(F)cc3)CC2)cc1
 : -5	-13	3	-1	-6	0.4	0.4%	-8	-14
[40] COc1ccc(CCNC(=O)CSc2nc3ccccc3nc2Cc2ccc(C)cc2)cc1OC
 : -4	4	2	-1	·	0.5	11%	8	5
[41] NC(=O)C1=C[C@@H](c2ccc(Br)cc2)C[C@@H](OCc2ccc(CO)cc2)O1
 : 3	·	-3	-2	-3	0.0	0.0%	-4	5
[42] CC(=O)NC(Cc1ccccc1)C(=O)OCC(=O)c1ccc(F)cc1 (stereo not drawn)
 : -2	5	2	0	-12	1.7	-1.6%	-5	-1
[43] Cc1noc(C)c1C(=O)OC(C(=O)NC1CCCC1)c1ccc(F)cc1 (stereo not drawn)
 : 16	1	5	2	·	·	0.5%	·	-1
[44] O=C(O)c1[nH]c2ccccc2c1-c1ccccc1
 : -1	0	3	-3	4	-0.2	1.6%	-4	-13
[45] Cn1c(=O)c2c(nc(CN3CCc4ccccc4C3)n2Cc2ccc(Cl)cc2)n(C)c1=O
 : 8	-1	-2	5	1	-0.7	1.4%	19	0
[46] CCCCNc1nc(Oc2ccc(=O)n(-c3ccccc3)n2)nc(N(CC)CC)n1
 : 8	-11	3	1	·	0.8	-1.2%	1	-10
[47] Cc1ccc(NC(=O)CN2C(=O)c3ccccc3C2=O)c(C)c1
 : 1	-19	-2	2	·	·	-0.8%	·	2
[48] O=C(NNc1ccccn1)C(c1ccccc1)c1ccccc1
 : -3	-7	3	0	2	-1.3	0.7%	-1	-15
[49] O=C1Nc2cc(C(=O)N3CCN(c4ccc(F)cc4)CC3)ccc2NC1CSCc1cccc(F)c1 (stereo not drawn)
 : 10	-26	8	0	8	0.1	0.1%	1	20
[50] O=C(COc1cccc(Oc2ccccc2)c1)Nc1ccc(SC(F)F)cc1
 : -3	-8	9	-2	-4	0.8	-1.2%	-8	-6
[51] COC(=O)c1ccc(C)c(NC(=O)CSc2nnc3ccccn23)c1
 : 8	0	0	3	2	-0.1	4.3%	20	1
[52] CCc1ccccc1NC(=O)CSC1=C(C#N)C(c2ccc3c(c2)OCO3)C2=C(CCCC2=O)N1 (stereo not drawn)
 : -5	-2	4	-5	7	-1.3	2.9%	-9	-23
[53] Cc1nc2c(C(=O)N3CCCCC3)cnn2c(C)c1Cc1ccccc1F
 : 7	-12	6	-8	3	0.0	5.6%	11	-14
[54] CCCc1ccc(NC(=O)C2CCCN(c3cnccn3)C2)cc1 (stereo not drawn)
 : 17&0	16&-16	-1&2	1&-3	-9	-0.7&-1.5	1.6%&1.8%	-4&-2	10&1
[55] COc1ccc(CN2CC(C(=O)NCCCN3CCN(Cc4ccccc4)CC3)CC2=O)cc1 (stereo not drawn)
 : 0	-5	2	-8	-9	2.7	1.5%	-5	10

Values in list order from the entries so far:
D1 ag for entries 24–33, in order: 1, 3, 2, 3, 4, 2, 6, 1, 2, -4

One compound at a time, as listed above. Order of values: TRHR enhancer | RXFP1 antag | D1 ag | D1 potentiator | D2 antagonist | D2 agonist | RXFP1 ag | D2 potentiator | D1 antag
COc1ccc(OC)c(CN2CCC(C(=O)N3CCN(c4ccccc4F)CC3)CC2)c1 in the list: -7 | 4 | 3 | -2 | -8 | -0.9 | 3.4% | -3 | -11
CC(Oc1ccccc1)C(=O)Nc1c2c(nn1-c1ccccc1)CS(=O)C2 (stereo not drawn) in the list: 5 | -3 | 2 | 19 | 30* | 0.3 | -0.2% | 7 | -4
CCCc1ccc(NC(=O)C2CCCN(c3cnccn3)C2)cc1 (stereo not drawn) in the list: 17&0 | 16&-16 | -1&2 | 1&-3 | -9 | -0.7&-1.5 | 1.6%&1.8% | -4&-2 | 10&1

Bioassay records from PubChem BioAssay.

A portion of the library; the hit share may differ from the screen's.
